# High-throughput results from PubChem.
# PGC1a acetyl inh: inhibitors of PGC1a acetylation signal, primary screen, cell-based, U2OS, AlphaScreen, inhibitor mode; AID 651687, 2012; AlphaScreen anti-acetyl-lysine; with virally co-expressed GCN5 acetyltransferase; inhibition, % at 15.6 µM; 350,000 compounds, 0.17% hits;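 active means every replicate shows inhibition of at least 40%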;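 further: 0% = neutral control wells and 100% = positive control wells; some results beyond the cut were filed as inactive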
# PglD DTNB: C. jejuni PglD acetyltransferase inhibitors, primary screen, biochemical, DTNB colorimetric, single point; UDP-N-acetylbacillosamine N-acetyltransferase PglD (Campylobacter jejuni); purified PglD enzyme, DTNB colorimetric CoA detection; inhibition, % at 12.5 µM; 360,000 compounds, 0.098% hits; AID 602405, 2012; in the data active means inhibition above about 16%, passing the limit was not always enough; further: strong numbers were not always called active
# The depositor's hits bear a star. Only part of the results is shown; the hit share may differ from the screen's.
SMILES,PGC1a acetyl inh,PglD DTNB
CCn1c(-c2csc(-c3ccc(Cl)cc3)n2)n[nH]c1=S,-5,-1
CCC(=O)NC(=S)NNC(=O)c1ccc(OC)cc1,-8,2
Cc1oc2cc(O)ccc2c(=O)c1-c1cnn(-c2ccccc2)c1,-19,-4
O=C(Nc1ccc2c(c1)OCCO2)C1CCN(S(=O)(=O)c2ccc(Br)s2)CC1,-21,-3
N#CC(C#N)C(c1ccsc1)c1c(-c2ccccc2)[nH][nH]c1=O (configuration not stated),-1,-3
COC(=O)C1=C(C)Nc2nnnn2C1c1cc(OC)ccc1OC (configuration not stated),2,0
O=C(O)CCNS(=O)(=O)c1ccccc1,0,8
CCCOP(=O)(c1ccc(N(C)C)cc1)C(O)c1cccnc1 (configuration not stated),6,2
CC1(C)Oc2ccc3ccc(=O)oc3c2-c2cn[nH]c21,-17,3
COCC(=O)Nc1nc2n(n1)C(c1ccc(Cl)cc1)CC(c1ccc(OC)cc1)N2 (configuration not stated),5,-5
Cc1cccc(OCC(O)Cn2c(NCc3cccnc3)nc3c2c(=O)[nH]c(=O)n3C)c1 (configuration not stated),-5,11
COc1ccc(CCn2nnnc2C(CC(C)C)N2CCC(C(N)=O)CC2)cc1OC (configuration not stated),7,0
CCn1c(=O)c(=O)n(CC)c2cc(S(=O)(=O)Nc3cccc(OC)c3)ccc21,5,2
Cc1ccccc1S(=O)(=O)Cc1ccc(C(=O)N2CCN(c3ncccn3)CC2)o1,8,-1
COc1ccc(C2CC(=O)C(C=NCCN3CCOCC3)=C(O)C2)cc1 (configuration not stated),4,0
Cc1ccc(NC(=O)CN(C)C(=O)CSc2nncn2C)cc1,2,14
O=c1[nH]cnc2scc(-c3ccsc3)c12,-4,3
C=C1C(=O)O[C@H]2[C@H]1[C@@H](O)CC(=C)[C@@H]1CC(=O)[C@@H](C)[C@H]21,-72,3
O=S(=O)(Nc1nc2ccccc2[nH]1)c1ccc2ccccc2c1,-18,1
Nc1ncnc2c1ncn2[C@@H]1O[C@H](C(=O)NS(=O)(=O)c2c(Cl)nc3sccn23)[C@@H](O)[C@H]1O,22,-1
N#Cc1c(-c2ccccc2)ccn(Cc2ccc(Cl)cc2)c1=O,-11,0
COc1cccc(NS(=O)(=O)c2ccc3[nH]cc(C(=O)NCCCOC(C)C)c(=O)c3c2)c1,-8,-4
O=C(NCCOC(=O)c1ccc(C(=O)OCCNC(=O)c2ccccc2)o1)c1ccccc1,-9,-4
CCOc1ccc(-c2nnn(CC(=O)NCc3ccc4c(c3)OCO4)n2)cc1,-8,1
CCn1cc([N+](=O)[O-])c(C(=O)N2N=C(c3ccc4ccccc4c3)CC2c2ccccc2O)n1 (configuration not stated),-12,-4
CCc1ccccc1NC1=NCC(=O)N1C1CCCCC1,0,-6
O=c1c2ccccc2sn1-c1ccccc1,18,4
Cc1ccc(SC(C)c2nc(-c3ccncc3)no2)cc1 (configuration not stated),-2,-1
CCOc1ccccc1C(=O)Nc1cc(Cl)ccc1O,-5,0
Cc1ccccc1C(=O)O/N=C1\CCS(=O)(=O)c2sccc21,2,5
C=C(C)c1cccc(C(C)(C)NC(=O)N2CCOCC2)c1,-19,0
CCCCN(CCCNC(=O)C1CCN(S(=O)(=O)N2CCOCC2)CC1)Cc1ccccc1,10,2
Cc1nc2sc3c(O)cc(=O)[nH]c3c2c(C)c1C,13,5
Cc1csc2nc(CSc3nncn3-c3ccccc3)c(Br)n12,-12,5
Cc1cc(C)cc(NC(=O)C2CCCN2C(=O)Oc2ccccc2)c1 (configuration not stated),-9,6
CS(=O)(=O)N(CC(=O)NC1CCCCC1)Cc1ccc(Cl)cc1,-8,-4
O=C(CCNc1cc(Cl)cc(Cl)c1)c1ccco1,37,-4
c1cncc(-c2nc(NCc3ccco3)c3ccccc3n2)c1,-11,-2
O=C(NCCCN1CCN(Cc2ccccc2Cl)CC1)Nc1ccccc1,-2,-2
CCn1c(NCc2cccs2)nc2ccccc21,5,-6
CCSc1nnc(NC(=O)CSc2nccn2-c2cccc(C)c2)s1,7,-4
Cc1ccccc1C(=O)N1CCN(c2nc(N3CCOCC3)nc(N3CCOCC3)n2)CC1,-3,-8
O=C(NCC1CCCO1)c1cc(-c2ccncc2)nc2ccc(S(=O)(=O)N3CCOCC3)cc12 (configuration not stated),4,6
COc1ccccc1-c1cc(C(F)(F)F)n2ncc(S(=O)(=O)c3ccccc3)c2n1,-9,-5
CCC(=O)Nc1ccc2nc(C)n(Cc3ccccc3Cl)c(=O)c2c1,1,-1

# Among those listed so far, 4 contain a furan ring, fused or not:
SMILES,PGC1a acetyl inh,PglD DTNB
Cc1ccccc1S(=O)(=O)Cc1ccc(C(=O)N2CCN(c3ncccn3)CC2)o1,8,-1
O=C(NCCOC(=O)c1ccc(C(=O)OCCNC(=O)c2ccccc2)o1)c1ccccc1,-9,-4
O=C(CCNc1cc(Cl)cc(Cl)c1)c1ccco1,37,-4
c1cncc(-c2nc(NCc3ccco3)c3ccccc3n2)c1,-11,-2

# Continued.
SMILES,PGC1a acetyl inh,PglD DTNB
CCOC(=O)CNC(=O)c1cccnc1,1,1
O=C(NC(Cc1ccc(F)cc1)C(=O)O)c1ccccc1 (configuration not stated),7,-6
CCOC(=O)C1C(C)=CC(=O)CC1c1ccco1 (configuration not stated),3,-1
COCCOC(=O)C1=C(C)NC2=C(C(=O)CCC2)C1c1cc2c(cc1Br)OCO2 (configuration not stated),1,-4
CCn1c(SCc2nc3ccccc3[nH]2)nnc1-c1ccc(OC)cc1,13,-5
CCOC(=O)C1CCN(Cc2ccccc2C(F)(F)F)CC1,-3,5
N#Cc1c(-c2ccco2)nc(NCC2CCCO2)[nH]c1=O (configuration not stated),-1,-4
O=C(Nc1ccc2nc(SCc3ccc(Cl)cc3)sc2c1)c1ccccc1C(=O)N1CCOCC1,8,5
CNC(=O)c1c(NC(=O)c2nc3ccccc3s2)sc2c1CCC2,-11,-1
Cc1cc(C)c2c(CC(=O)Nc3ccc(Cl)cn3)coc2c1,-16,-2
O=C(CN1C(=O)c2ccccc2S1(=O)=O)N1CCN(c2ccccc2F)CC1,0,7
O=C(COC(=O)C12CC3CC(CC(C3)C1)C2)Nc1ncc(Cl)cc1Cl,12,-3
CC(=O)Oc1ccc(C)cc1N1C(=O)c2ccc(C(=O)O)cc2C1=O,29,-10
O=C(Nc1ccc2nc(-c3ccco3)c(-c3ccco3)nc2c1)NC1CC1,-7,-38
CCOC(=O)C(C)Sc1nc(-c2ccco2)cc(C(F)(F)F)c1C#N (configuration not stated),-31,-4
Cc1csc(NC(=O)c2cccs2)n1,4,-4
Cc1cc(C(=O)Nc2ccc3c(c2)OCCO3)co1,-13,3
COc1cc(C2C3C(=O)N(Cc4ccccc4)C(=O)C3ON2c2ccccc2)cc(OC)c1OC (configuration not stated),-11,17
CC(SCC(=O)Nc1ccc(S(=O)(=O)N2CCCCC2)cc1)C(=O)O (configuration not stated),15,-1
Nn1c(CSc2ccccn2)nc2ccccc2c1=O,-7,-1
Cc1nc(N2CCCC2)c2ccsc2n1,2,2
CCCNS(=O)(=O)c1ccc(NC(=O)c2ccccn2)cc1,-7,1
CC1CCCCC1NC(=O)C(=O)NCC1CCCO1 (configuration not stated),-2,3
CCC(=O)Nc1ccccc1C(=O)N1CCN(Cc2ccccc2)CC1,0,-3
O=C1c2ccccc2C(=O)N1Cc1ccco1,6,-1
COc1ccc(NC(=O)c2cccc(F)c2)cc1Cl,-1,-2
C=CCSc1nnc2c(n1)OC(c1c(C)[nH]n(-c3ccccc3)c1=O)Nc1ccccc1-2 (configuration not stated),-9,-3
C/C(=N\c1nc2ccccc2n1C)c1cc(Cl)ccc1O,-9,4
O=C1CC(N2CCCCC2)C(=O)N1c1ccccc1 (configuration not stated),-10,-2
Cc1c(C(=O)O)oc2ccc(S(=O)(=O)N3CC(C)CC(C)C3)cc12 (configuration not stated),-1,8

# Part of the list above, bar-delimited.
mol | PGC1a acetyl inh | PglD DTNB
C/C(=N\c1nc2ccccc2n1C)c1cc(Cl)ccc1O | -9 | 4
C=CCSc1nnc2c(n1)OC(c1c(C)[nH]n(-c3ccccc3)c1=O)Nc1ccccc1-2 (configuration not stated) | -9 | -3
CCCNS(=O)(=O)c1ccc(NC(=O)c2ccccn2)cc1 | -7 | 1

# Further compounds
SMILES,PGC1a acetyl inh,PglD DTNB
Cc1cc(=O)n2nc(N3CCCC(C(=O)N4CCN(c5ccccc5)CC4)C3)sc2n1 (configuration not stated),2,-7
CC1CCc2c(c3ccccc3[nH]c2=O)O1 (configuration not stated),1,-7
O=S(Cc1cc(Oc2ccccc2)nc(-c2ccccc2)n1)c1ccccc1 (configuration not stated),-1,-7
Cc1ccc(NC(=O)COc2ccccc2)cc1Cl,3,2
CCOc1ccc(-c2ncncc2-c2ccc(OC)cc2)c(O)c1,9,0
N#Cc1c(NC(=O)CN2CCOCC2)oc(-c2ccccc2)c1-c1ccccc1,-26,-7
CCC1c2ccc(C)n2CCN1C(=O)Nc1cc(Cl)ccc1OC (configuration not stated),-4,5
O=C1NC(=O)/C(=C/c2ccccc2Oc2ccc(Cl)cc2)S1,-19,-4
CCCNC(=O)NC(=O)CSc1ccc2c(c1)OCCO2,-7,-1
COc1ccc(NC(=O)CN2CCN(c3ccccc3F)CC2)cc1,7,10
COc1ccc(Oc2nccc(-c3ccc(Cl)cc3)n2)cc1,1,-4
CC1Cc2ccccc2N1S(=O)(=O)c1cccc(C(=O)NC2CC2)c1 (configuration not stated),2,4
Cc1onc(-c2ccccc2Cl)c1C(=O)N1C=CC(C(F)(F)Cl)=NCC1,9,-5
CCCCc1ccc(NC(=O)N[C@H](C(=O)O)C(C)CC)cc1 (some centres not stated),11,-1
CCCn1c2c(c(O)c(C(=O)Nc3ccc(OCC)cc3)c1=O)CCCC2,-5,2
CN(CC(=O)O/N=C(\N)c1cccc([N+](=O)[O-])c1)S(=O)(=O)c1ccccc1,0,-6
CC[n+]1ccc(C)c2cc(S(=O)C(F)(F)F)ccc21 (configuration not stated),-22,-3
Cc1cccc(C)c1Nc1nnc(SCC(=O)NCc2ccco2)s1,1,3
Cc1cc(F)ccc1S(=O)(=O)Nc1ccccc1C(=O)Nc1ncn[nH]1,-7,-3
CCCc1c(-c2ccc(O)cc2)nn(-c2ccc(O)cc2)c1-c1ccc(O)cc1,-8,2
O=C(/C=C/c1ccco1)NC(=S)Nc1ccc(N2CCOCC2)c(Cl)c1,-7,1
Cc1ccc(C2(C)NC(=O)N(CC(=O)NCCC3=CCCCC3)C2=O)cc1 (configuration not stated),-4,4
CCN(CC)C(=O)CN(c1cc(Cl)ccc1OC)S(C)(=O)=O,-6,-4
Cc1ccc(S(=O)(=O)NC(=NC(C)C(=O)O)c2ccccc2)cc1 (configuration not stated),7,-2
CCCCCCn1c(SCCC)nc2c1c(=O)[nH]c(=O)n2C,-5,5
Cc1nnc(SCC(=O)Nc2ccc(Br)cn2)[nH]c1=O,-6,5
O=C(COc1ncnc2ccccc12)N1CCN(S(=O)(=O)c2ccccc2)CC1,38,-7
COc1ccccc1CNC(=O)c1oc2ccc(S(=O)(=O)N3CCCC3)cc2c1C,3,5
CC(=O)C1=C(O)C(=O)N(Cc2cccnc2)C1c1ccccc1 (configuration not stated),7,-4
CC(=O)C1=C(C)NC(SCC(=O)c2ccc(Cl)cc2)=C(C#N)C1c1ccco1 (configuration not stated),-11,-4

# Exported with each value named: 4 of the compounds above.
Cc1ccc(S(=O)(=O)NC(=NC(C)C(=O)O)c2ccccc2)cc1 (configuration not stated)
  PGC1a acetyl inh = 7
  PglD DTNB = -2

CCCCCCn1c(SCCC)nc2c1c(=O)[nH]c(=O)n2C
  PGC1a acetyl inh = -5
  PglD DTNB = 5

Cc1nnc(SCC(=O)Nc2ccc(Br)cn2)[nH]c1=O
  PGC1a acetyl inh = -6
  PglD DTNB = 5

O=C(COc1ncnc2ccccc12)N1CCN(S(=O)(=O)c2ccccc2)CC1
  PGC1a acetyl inh = 38
  PglD DTNB = -7

# Continuation:
SMILES,PGC1a acetyl inh,PglD DTNB
CC(C(=O)Nc1ncc2c(n1)CC(C)(C)CC2=O)N1C(=O)c2ccccc2C1=O (configuration not stated),9,-2
COC(=O)CCC(=O)OC1(C)C(=O)C2=CN(Cc3ccc4c(c3)OCO4)C(c3ccc(OC)cc3)=CC2=C(Br)C1=O (configuration not stated),7,1
COc1ccc(C(=O)NCc2ccc(N3CCN(C(=O)OC(C)(C)C)CC3)cc2)cc1,-5,6
O=C(CCCOc1ccc(Cl)cc1Cl)NCCCO,-2,0
CC(C)(C)C(=O)NC(=S)NNC(=O)c1ccc(-c2ccccc2)cc1,15,5
N/C(=N\OC(=O)CCCN1C(=O)c2ccccc2C1=O)c1ccc(Cl)cc1,-6,2
C=CCN1C(=O)CN=C1Nc1cc(C)cc(C)c1,0,1
CC1=C(n2nnc3ccccc32)C(c2ccccc2)C(C#N)=C(N)O1 (configuration not stated),5,-4
O=C(c1cc2c(s1)CCC2)N1CCN(c2ccccc2)CC1,-1,-3
Cc1nnc(-c2ccccc2)nc1N1CCOCC1,1,5
CCc1cccc(CC)c1-n1c(SCc2cc(=O)n3ccsc3n2)nnc1-c1cccnc1,-2,3
O=C(CSc1nnc(-c2ccco2)o1)NC(=O)C1COc2ccccc2O1 (configuration not stated),11,1
CCOc1ccccc1C(=O)NCc1ccc2c(c1)OCO2,1,-2
CCc1c(C)nc2ncnn2c1Nc1ccc(C)c(C)c1,-2,-2

# Some of the entries so far, with bars between the fields:
structure | PGC1a acetyl inh | PglD DTNB
N/C(=N\OC(=O)CCCN1C(=O)c2ccccc2C1=O)c1ccc(Cl)cc1 | -6 | 2
C=CCN1C(=O)CN=C1Nc1cc(C)cc(C)c1 | 0 | 1
CC(C)(C)C(=O)NC(=S)NNC(=O)c1ccc(-c2ccccc2)cc1 | 15 | 5
CCc1cccc(CC)c1-n1c(SCc2cc(=O)n3ccsc3n2)nnc1-c1cccnc1 | -2 | 3
